Screens: PubChem, several laboratories
D1 allo mod: allosteric modulators of human D1 dopamine receptor; P21728; HEK293 D1, CRE-luciferase, dopamine EC30 potentiation; actives deviate in either direction; B-score at 10 µM; 58,000 compounds, 5.9% hits; AID 641;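 active means luminescence count or its row- and column-corrected plate score outside the 99.7% band of the plate's sample wells, on either side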
CatB mix inh: inhibitors of human cathepsin B in compound mixtures | P07858 | Purified cathepsin B, AMC dipeptide fluorescence | inhibition, %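 (ten-compound pools at 5 µM per compound and 50 µM total)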 | 62,000 compounds, 0.06% hits; in the data active means inhibition above about 22%, passing the limit was not always enough;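 further: 0% = enzyme without compound and 100% = no enzyme blank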
E coli RNAP: blocks E. coli RNA polymerase transcription | AID 559 | 62,000 compounds, 0.2% hits | fluorescence transcription assay | inhibition, %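 (tested at 10 µM)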; in the data active means inhibition above about 20%;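 further: 0% = enzyme without compound and 100% = no enzyme blank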
Target sequence (P0A8V2 whole entry, looked up): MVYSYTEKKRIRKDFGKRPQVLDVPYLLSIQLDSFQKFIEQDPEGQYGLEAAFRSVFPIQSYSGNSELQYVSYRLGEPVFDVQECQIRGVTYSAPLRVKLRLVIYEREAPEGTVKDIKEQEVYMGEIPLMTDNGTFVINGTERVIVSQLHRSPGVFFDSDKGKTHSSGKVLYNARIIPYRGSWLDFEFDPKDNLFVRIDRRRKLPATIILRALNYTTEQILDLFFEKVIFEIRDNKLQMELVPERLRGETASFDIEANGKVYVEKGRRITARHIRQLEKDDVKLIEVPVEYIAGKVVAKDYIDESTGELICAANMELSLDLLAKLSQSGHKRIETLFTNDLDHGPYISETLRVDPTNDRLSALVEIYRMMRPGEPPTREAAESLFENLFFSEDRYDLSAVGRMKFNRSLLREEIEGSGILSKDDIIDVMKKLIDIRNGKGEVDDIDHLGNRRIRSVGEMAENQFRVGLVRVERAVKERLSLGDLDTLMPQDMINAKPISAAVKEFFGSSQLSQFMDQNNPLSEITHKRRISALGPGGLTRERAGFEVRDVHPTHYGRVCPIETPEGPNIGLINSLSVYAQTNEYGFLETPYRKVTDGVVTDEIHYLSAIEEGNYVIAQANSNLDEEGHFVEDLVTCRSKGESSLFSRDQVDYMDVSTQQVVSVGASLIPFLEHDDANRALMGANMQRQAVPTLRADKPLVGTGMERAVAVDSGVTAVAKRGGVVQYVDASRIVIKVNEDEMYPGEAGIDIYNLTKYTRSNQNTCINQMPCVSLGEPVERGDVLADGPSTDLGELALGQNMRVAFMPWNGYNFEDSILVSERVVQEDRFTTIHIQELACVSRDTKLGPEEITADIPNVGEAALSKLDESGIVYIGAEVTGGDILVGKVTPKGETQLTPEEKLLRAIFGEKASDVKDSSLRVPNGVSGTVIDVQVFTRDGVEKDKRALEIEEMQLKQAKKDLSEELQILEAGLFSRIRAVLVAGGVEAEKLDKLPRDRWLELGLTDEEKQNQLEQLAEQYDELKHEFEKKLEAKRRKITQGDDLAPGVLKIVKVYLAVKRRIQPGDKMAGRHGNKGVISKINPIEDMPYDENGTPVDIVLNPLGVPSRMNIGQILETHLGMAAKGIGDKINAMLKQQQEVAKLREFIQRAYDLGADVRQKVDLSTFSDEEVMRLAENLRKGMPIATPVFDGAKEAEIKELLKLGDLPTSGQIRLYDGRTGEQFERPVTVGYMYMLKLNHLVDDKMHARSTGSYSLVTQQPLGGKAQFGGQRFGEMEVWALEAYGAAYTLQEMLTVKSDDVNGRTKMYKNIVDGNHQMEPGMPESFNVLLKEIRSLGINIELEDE
tolC growth inh: blocks growth of E. coli BW25113 tolC mutant | OD615 | growth inhibition, % at 10 µM (by protocol) | 65,000 compounds, 2.2% hits;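 active means growth inhibition at or above a cutoff equal to the mean over every tested compound plus 3 SD, cut at about 60% in these data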;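 further: growth measured after 20 h incubation at 37 °C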
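System: E. coli ΔtolC::kan strain BW25113; Buffer or medium: LB broth supplemented with 50 µg/mL kanamycin; Compound: 10 µM final, single dose; Incubation: bacterial growth with compound for 20 h at 37 °C; Signal: A615 absorbance measurement; Evaluation: growth inhibition in percent.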
Cdc25B inh: human M-phase inducer phosphatase 2 inhibition. P30305. recombinant Cdc25B, OMFP fluorescence Ex485/Em525. inhibition, %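 (compounds tested at 10 µM final in the well)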. 65,000 compounds, 0.1% hits. AID 368; in the data active means inhibition above about 50%
Hsp90 inh: displaces geldanamycin probe from tumor Hsp90. NCI-N417 lysate Hsp90, Cy3B-geldanamycin FP displacement. P07900. 64,000 compounds, 0.35% hits. inhibition, % at 30 µM;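 active means inhibition above 50%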;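 further: 0% = tracer plus lysate wells and 100% = tracer alone without lysate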
MKP-1 inh: inhibitors of human MKP-1 phosphatase; recombinant MKP-1, OMFP hydrolysis fluorescence; inhibition, %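 (compounds tested at a single concentration somewhere between 10 and 100 µM)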; 65,000 compounds, 0.15% hits;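 active means inhibition above about 50%, limit read from the data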;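 further: 0% = DMSO max control wells and 100% = wells with enzyme stopped by NaOH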
CatB inh: blocks human cathepsin B protease activity; inhibition, %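 (tested at 10 µM)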; 63,000 compounds, 0.1% hits; P07858; AID 453; purified cathepsin B, fluorogenic substrate, fluorescence; in the data active means inhibition above about 21%;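 further: 0% = enzyme with no compound and 100% = no enzyme blank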
AP ELISA ortho: alternative pathway complement inhibition, orthogonal assay | AID 1235 | Human serum alternative complement pathway, LPS-coated ELISA, C3 deposition; tested in compound mixtures | inhibition, % at 5 µM | 62,000 compounds, 0.08% hits;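 active means inhibition above 30% in each of the two pooled mixtures holding the compound, so the lower value exceeds 30%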;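 further: 0% = serum in Mg-EGTA without compound and 100% = EDTA serum blank; some compounds past the cut are filed as inactive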
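Assay system: human serum alternative complement pathway, C3 deposition on LPS-coated wells; Dosing: 5 µM per compound in ten-compound mixtures; Detection: Anti-C3 ELISA, OD 450 nm; Buffer or medium: Mg2+-EGTA GVB++ buffer containing human serum at 1:15 dilution; Timing: 1 h at 37 °C; Replication: two different pools per compound.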
Numbers without * were called inactive; . = no result given.

SMILES	D1 allo mod	CatB mix inh	E coli RNAP	tolC growth inh	Cdc25B inh	Hsp90 inh	MKP-1 inh	CatB inh	AP ELISA ortho
COc1cccc(S(=O)(=O)Nc2ccc(C(=O)N3CCOCC3)cc2)c1	0.24	-8	4	1	-6	-9	8	2	13
CC1CCCN(C(=O)c2ccc3c(c2)C(=O)N(CCC2=CCCCC2)C3=O)C1 (stereo not drawn)	-0.19	3	2	25	-17	-1	2	3	6
Cc1cc(NC(=O)CSc2nnc(C(C)N(C)C)n2Cc2ccccc2)no1 (stereo not drawn)	-1.6	0	3	1	-9	-1	6	9	-2
Cc1c(NS(=O)(=O)c2ccc3c(c2)c(=O)n(C)c(=O)n3C)c(=O)n(-c2ccccc2)n1C	0.11	9	6	-10	-11	-2	-7	1	10
Cc1nnc(NC(=O)c2cc3n(n2)C(C(F)(F)F)CC(C2CC2)N3)s1 (stereo not drawn)	-0.36	0	-8	10	-1	1	7	1	-13
O=C(CSc1nnc(-c2ccco2)o1)N1c2ccccc2CCc2ccccc21	0.58	1	2	22	-8	-1	3	1	9
COC(=O)c1ccc2c(c1)NC(=O)C(N1CCOCC1)S2 (stereo not drawn)	-0.54	5	3	-19	-2	-4	25	4	5
CC1=C(C(=O)Nc2ccc(F)cc2)C(c2ccncc2)C2=C(CCCC2=O)N1 (stereo not drawn)	0.025	8	5	-14	-11	1	-5	3	8
C=CCOc1ccc(NC(=O)C2CC(=O)N(C(C)C)C2)cc1 (stereo not drawn)	-0.018	3	6	-12	-14	-4	7	0	12
O=C1NCC(O)=C1C=NC12CC3CC(CC(C3)C1)C2	0.33	4	0	-15	-15	-7	-7	6	19
CCOC(=O)CN(C(=O)CSc1nnc(CNc2ccc(C)cc2C)n1CC)c1ccccc1	.	-5	-3	7	-24	0	20	-1	12
Cc1cc(=O)c2ccccc2s1	1.6	-4	8	-17	-7	-1	13	1	-3
Cc1cccc(NC(=O)C2c3ccccc3C(=O)N3CCc4ccccc4C23)n1 (stereo not drawn)	-0.32	1	3	-2	-3	-7	25	9	15
O=C(CSc1ncc(-c2ccc(F)cc2)[nH]1)NCc1ccco1	-0.48	2	7	11	-1	-2	-10	3	2
CCc1nnc(NC(=O)C2CCCN2S(=O)(=O)c2ccc(C)cc2)s1 (stereo not drawn)	0.17	6	0	-9	-7	-4	0	-1	23
Cc1ccc(OCc2nnc(SCC(=O)Nc3cc(C)on3)n2C)cc1	-0.0074	3	8	-18	11	0	-10	-1	4
Nn1c(Cc2ccccc2F)nnc1SCn1nnc2ccccc2c1=O	.	9	2	1	-9	.	-1	5	-3
COc1cc(NC(=O)CCCC(=O)OCC(F)(F)C(F)F)nc(OC)n1	0.84	3	3	-2	-1	-4	-4	0	13
CC1CCCCN1S(=O)(=O)c1coc(C(N)=O)c1 (stereo not drawn)	-0.22	2	0	-4	-11	0	-3	-7	12
CCOC(=O)c1ccc(NC(=O)CSc2nnc(C)n2-c2ccccc2)cc1	-0.21	-1	-1	10	-13	-2	9	-2	2
COC(=O)C1=C(C)NC(C)=C(C(=O)OC)C1c1cc2ccc(C)cc2[nH]c1=O	.	-17	-9	-8	1	-1	7	-2	24
Cc1noc(/C=C/N(C)C)c1S(=O)(=O)N1CCCC(C(=O)NCc2ccco2)C1 (stereo not drawn)	0.89	1	-8	-12	-9	-5	16	5	17
S=c1[nH]nc(-c2ccccc2Cl)n1CC1CCCO1 (stereo not drawn)	0.5	-11	-5	8	-5	-3	-1	2	-4
CCOc1ccc(NC(=O)CCN2CCN(c3ccccc3)CC2)cc1	-0.33	5	8	-6	-1	2	-6	3	11
CCOC(=O)CSc1ncnc2c1cnn2-c1ccccc1	0.21	6	4	28	-3	-3	8	-3	7

Two entries from above, reformatted:
structure | D1 allo mod | CatB mix inh | E coli RNAP | tolC growth inh | Cdc25B inh | Hsp90 inh | MKP-1 inh | CatB inh | AP ELISA ortho
Cc1cccc(NC(=O)C2c3ccccc3C(=O)N3CCc4ccccc4C23)n1 (stereo not drawn) | -0.32 | 1 | 3 | -2 | -3 | -7 | 25 | 9 | 15
CC1CCCCN1S(=O)(=O)c1coc(C(N)=O)c1 (stereo not drawn) | -0.22 | 2 | 0 | -4 | -11 | 0 | -3 | -7 | 12

Entries of single compounds as entered above. Order of values: D1 allo mod	CatB mix inh	E coli RNAP	tolC growth inh	Cdc25B inh	Hsp90 inh	MKP-1 inh	CatB inh	AP ELISA ortho
Record of CCOC(=O)CSc1ncnc2c1cnn2-c1ccccc1 = 0.21	6	4	28	-3	-3	8	-3	7
Record of CCOC(=O)CN(C(=O)CSc1nnc(CNc2ccc(C)cc2C)n1CC)c1ccccc1 = .	-5	-3	7	-24	0	20	-1	12

Carrying on.
SMILES	D1 allo mod	CatB mix inh	E coli RNAP	tolC growth inh	Cdc25B inh	Hsp90 inh	MKP-1 inh	CatB inh	AP ELISA ortho
CC1CCCC(C)N1C(=O)Cn1c(SCC(=O)Nc2ccc3c(c2)OCO3)nc2ccccc21 (stereo not drawn)	1.2	-2	3	-1	7	-3	-2	-2	-2
O=C(CN1CCOCC1)NCCNC(=O)CN1CCOCC1	-0.68	4	10	-5	0	-4	11	0	30
CN(C)C(=O)N1CCN(C(=O)N(C)C)CC1	0.3	5	10	-20	-1	-1	-24	-2	7
CC1Cc2ccccc2N1C(=O)c1ccc2snnc2c1 (stereo not drawn)	15*	-1	3	18	-6	-3	13	-6	6
Cc1ccc(S(=O)(=O)Cc2ccc(C(=O)N3CCN(c4ccccn4)CC3)o2)cc1	-0.38	2	5	-9	-2	0	10	4	6
Cc1ccc(S(=O)(=O)Nc2cc(C(=O)O)ccc2N2CCCCC2)cc1	0.29	7	11	32	-14	-3	24	6	8
O=Nc1c2nc3ccccc3n(O)c-2c2ccccc12	2.1	1	-2	87*	-2	-7	-2	-2	13
CCOc1cc(NC(=O)c2ccco2)c(OCC)cc1NC(=O)CCc1ccccc1OC	.	4	4	-11	6	8	-5	1	12
COc1ccc(CCNC(=O)Cn2c(=O)n(Cc3ccco3)c(=O)c3ccc(Cl)cc32)cc1OC	.	1	-1	0	-9	-2	7	6	12
O=C(NCCc1ccccc1)C1CCN(S(=O)(=O)c2cccs2)CC1	0.11	1	-2	-3	2	0	24	2	0
COc1ccc(NC(=O)N(CCCN(C)C)Cc2cc3cc(OC)ccc3[nH]c2=O)cc1	-1.3	5	-1	-7	-17	-3	4	11	21
CCC1S/C(=C(\C#N)C(N)=O)N(c2ccc(F)cc2)C1=O (stereo not drawn)	5*	0	9	-12	4	-3	-11	-2	2
CC(C)OC(=O)c1nnc(Cc2ccc(Cl)cc2)o1	-0.012	0	3	-1	-11	-3	2	2	8
CCCCN1CCCCC1C(=O)Nc1c(C)cc(C)cc1C (stereo not drawn)	-1.3	4	10	-15	-13	-6	-1	5	2
Cc1oc(-c2ccc(Cl)cc2)nc1CN1CCCC(C(=O)NCc2ccco2)C1 (stereo not drawn)	-1.1	-5	-2	3	-12	-2	18	2	-1
COC(=O)Cc1ccc2c3ccccc3n(C)c2c1	0.39	2	7	8	-3	.	0	0	11
O=C(NCCc1ccccc1)c1c(O)c2cccc3c2n(c1=O)CC3	0.49	-3	.	9	-13	0	7	-1	6
S=c1[nH]nc(COc2ccccc2)n1C1CCCCC1	0.55	-5	-8	28	-6	0	6	4	6
O=C(OC1CCOC1=O)c1ccc(-c2nc3ccccc3s2)s1 (stereo not drawn)	-0.68	16	-4	5	-15	-1	5	3	12
COc1nc(Nc2ccc(C(C)=O)cc2)nc(OC)n1	2.6	3	36*	1	-8	-4	2	4	17
Brc1ccc(-c2cnc3n2CCCC3)cc1	.	.	.	25	-14	4	-20	0	.
COCCCNC(=O)Cn1cc2c(n1)CCCCC2	-0.87	4	6	-9	8	-1	0	-1	16
CCC(=O)N1CCc2cc(S(=O)(=O)N3CCN(c4ccccn4)CC3)ccc21	2.7*	0	0	13	3	-2	20	0	18
CCOC(=O)C1CCCN(S(=O)(=O)c2cc(Br)cc3c2N(C(=O)C2CC2)CC3)C1 (stereo not drawn)	1.1	5	0	27	-16	.	6	-1	14
COc1ccc(N2CCN(C(=O)CCN3C(=O)c4ccccc4S3(=O)=O)CC2)cc1	-0.098	2	5	-1	-20	-2	8	1	1

E coli RNAP: what is marked active above.
canonical_smiles	D1 allo mod	CatB mix inh	E coli RNAP	Cdc25B inh	MKP-1 inh	CatB inh	AP ELISA ortho
COc1nc(Nc2ccc(C(C)=O)cc2)nc(OC)n1	2.6	3	36*	-8	2	4	17

Later entries.
SMILES	D1 allo mod	CatB mix inh	E coli RNAP	tolC growth inh	Cdc25B inh	Hsp90 inh	MKP-1 inh	CatB inh	AP ELISA ortho
Cc1c(C(=O)NCC2CCCO2)sc2nc(-c3ccccc3)cn12 (stereo not drawn)	0.33	33	4	0	1	-3	10	1	10
COc1cc2c(c(O)c1OC)C(=O)C(OC)CCC2 (stereo not drawn)	0.17	-3	5	9	-16	-6	-1	6	5
Cc1cccc2cc(CN(CC3CCCO3)C(=O)c3ccncc3)c(=O)[nH]c12 (stereo not drawn)	0.3	4	6	-8	-3	-6	-19	-3	8
CCOC(=O)C1CCCN(c2c(NCCN(C)Cc3ccccc3)c(=O)c2=O)C1 (stereo not drawn)	0.0046	2	9	-15	2	-4	0	2	9
COCCCNC(=O)c1cc2c(=O)n3cccc(C)c3nc2n(C(C)C)c1=N	0.0024	-21	-18	14	-3	-1	-6	-19	-16
CCCCc1c(O)nc2n(c1=O)CCS2	3.4*	2	.	-6	0	2	-10	5	-4
CCN1CCCC1CNC(=O)c1nn(-c2ccc(C)cc2)c(=O)c2c1c1ccccc1n2C (stereo not drawn)	-1.8	4	-2	-18	5	2	8	-7	11
CCOC(=O)N1CCc2c(sc3c2C(=O)NC(c2ccccc2)N3)C1 (stereo not drawn)	0.33	7	6	21	12	-1	15	4	20
CCCCCOC(=O)C1[C@H]2C(=O)N(CCCOC)C[C@]23C=C[C@H]1O3 (stereo partly drawn)	-0.33	3	6	-15	-1	-4	4	2	7
CCC1(C)Cc2c(sc(NC(=O)CCC(=O)O)c2C#N)CO1 (stereo not drawn)	.	.	4	2	1	-7	-27	5	.
CCOc1ccc(C(C)=O)cc1CSc1nnc(-c2ccoc2C)n1N	0.35	9	.	3	-10	-6	6	5	15
Cc1cc(/C=N/n2cnnc2)c(C)n1-c1ccc2ncccc2c1	-0.26	0	4	4	-3	-4	7	2	-7
Cc1nccc2[nH]c(=O)c(C(=O)NC3CCN(Cc4ccccc4)CC3)cc12	2.7	1	5	-11	3	-1	5	4	15
CC(C)CN(C(=O)c1ccc(=O)n(C)n1)c1nc2ccccc2s1	-0.043	2	3	11	-11	-3	-2	3	8
O=C(O)c1cccc(CN2C(=O)CSC2=O)c1	-0.35	2	3	-15	-3	1	9	4	1
Cc1cc(C)nc(Nc2ccc(N3CCCC3)cc2)n1	-0.0059	3	4	-7	-1	16	-4	5	9
COC(=O)CN(c1ccccc1F)S(=O)(=O)c1ccccc1	-0.19	1	5	3	-4	-2	-4	0	10
O=C1CCC(=O)N1CCCCCc1nc(-c2ccccc2)no1	-0.018	-2	-1	2	-17	-7	-1	9	3
O=C(CCC1CCCC1)N1CCN(C(=O)c2cccnc2)CC1	-0.53	3	1	1	-10	2	-13	2	-4
CCn1c(SCC(=O)N2CCCc3ccccc32)nc2c1c(=O)n(C)c(=O)n2C	-0.55	-2	6	8	-6	-1	-15	-1	0
CC(C)(C)OC(=O)N1CCC[C@H]1c1nnc(SC/C=C/c2ccccc2)o1	-0.49	0	3	35	1	-4	22	2	3
CCC(=O)Nc1ccc(C(=O)Nc2cccnc2)cc1	-0.75	1	2	-9	-5	2	-6	1	18
CCC(=O)Nc1c(C(=O)Nc2cccc(OC)c2)oc2ccccc12	-0.88	0	3	-7	-10	-4	-8	1	7
CCOc1ccc(C2CC(c3ccccc3C)n3ncnc3N2)cc1 (stereo not drawn)	-0.9	-2	9	7	-19	-1	9	3	10
